Screens from PubChem.
NFkB transloc inh: inhibitors of IL-1B driven NFkB p65 nuclear import, primary screen, imaging, HUVEC, IL-1B stimulus, high-content imaging. HUVEC IL-1B NFkB p65 nuclear translocation imaging. inhibition, % at 2 µM. 94,000 tested, 0.43% active. AID 796, 2007;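 active = inhibition above about 30% together with a positive call from visual inspection of the well image, limit read from the data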;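 note: nuclear over cytoplasmic p65 intensity ratio measured by imaging; 0% = IL-1B stimulated DMSO wells and 100% = unstimulated DMSO wells; values of inactives mirror those of a sister screen read the other way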
PLAP inhibition: PLAP enzyme inhibitors, biochemical, luminescence, HTS (AID 690). Alkaline phosphatase, placental type (Homo sapiens). purified PLAP, luminescent substrate; higher % means a stronger effect. one-dose inhibition, % at 20 µM; IC50 in µM for titrated hits. 96,000 tested, 0.08% active; in the data active = a potency from the dose series; inactive = the rest, 99 in 100 with inhibition below about 30%; note: strong numbers were not always called active
NFkB transloc pot: enhancers of NFkB p65 translocation in HUVEC – imaging, IL-1B stimulus, high-content imaging, primary screen; 94,000 tested, 0.3% active; activation, % at 2 µM; HUVEC IL-1B NFkB p65 nuclear translocation imaging;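 active = activation above 40%, about the mean plus 3 SD, also judged a hit on visual image review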;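 note: percent activation is computed from the nuclear over cytoplasmic p65 intensity ratio; values of inactives mirror those of a sister screen read the other way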
Bcl-B TR3 displacers: displacers of TR3 peptide from Bcl-B, primary screen, selectivity assay for Bfl-1 inhibitor project, biochemical, fluorescence polarization | Bcl-2-like protein 10 (Homo sapiens) | FP displacement of FITC-TR3 peptide from Bcl-B; higher % means a stronger effect | displacement, % at 20 µM, or IC50 in µM where a hit was titrated | 96,000 tested, 0.11% active | AID 748, 2007;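 active = displacement above 50% at 20 µM plus a fluorescence interference ratio under 1.5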;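 note: plate controls were wells without compound for no effect and wells lacking Bcl-B protein for full effect; a part of the inactive calls stands beside numbers as strong as those of hits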
MRP resist rev: reversal of MRP1-mediated doxorubicin resistance, primary screen, H69AR cells, doxorubicin co-treatment; H69AR cells + 2 uM doxorubicin, CellTiter-Glo, 72 h; differential viability (reversal), % at 10 µM; 85,000 tested, 0.04% active; AID 602, 2007;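 active = viability drop by adding the cancer drug above about 55%, with treated viability meeting a 40% cutoff, limit read from the data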;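 note: viability without doxorubicin minus viability with 2 µM doxorubicin for each compound; larger differential means the compound sensitizes cells more to doxorubicin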
MRP resist rev cytotoxicity: second read-out of MRP resist rev, no call of its own (marks repeat the call); viability, %; H69AR cells, CellTiter-Glo, 72 h; measured here: cytotoxicity without doxorubicin
MRP resist rev with doxorubicin: recorded beside MRP resist rev, whose call it bears; viability, %; measured here: viability with 2 uM doxorubicin; stronger effect = lower value
NFkB transloc inh cell count 2 µM: further read-out of NFkB transloc inh, marked with its call; cell count; measured here: cells passing quality filter;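 raw number of nuclei counted in each imaged well without normalization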
NFkB transloc pot cell count 2 µM: further read-out of NFkB transloc pot, marked with its call; cell count; measured here: cells passing quality filter
Starred values were filed as active, the others as inactive; nt = not tested or not shown. A portion of the library; rates above refer to the full screens.

SMILES	NFkB transloc inh	NFkB transloc inh cell count 2 µM	PLAP inhibition	NFkB transloc pot	NFkB transloc pot cell count 2 µM	Bcl-B TR3 displacers	MRP resist rev	MRP resist rev cytotoxicity	MRP resist rev with doxorubicin
CCOc1ccc(NC(=O)C(C)Oc2ccccc2C(=O)Nc2cccc(Cl)c2Cl)cc1 (configuration not stated)	-13	160	-7%	13	160	-10%	nt	nt	nt
Cc1ccc(-c2cc(C(=O)Nc3ccc4c(c3)OCCO4)c3ccccc3n2)cc1	6	99	-33%	-7	99	0%	nt	nt	nt
CCOC(=O)CSc1nc(C)c(C(=O)OCC)s1	-4	133	-22%	4	133	-5%	24	113	89
CCC1C(C#N)=C(N)OC2=C1C(=O)CC(C)(C)C2 (configuration not stated)	-14	158	nt	13	158	nt	3	92	89
Cc1cc(Cl)ccc1OCC(=O)NCc1ccncc1	14	66	-6%	-14	66	3%	1	93	93
Cc1ccnc(NS(=O)(=O)c2ccc(NC(=O)c3c(-c4ccccc4Cl)noc3C)cc2)n1	-9	140	nt	9	140	nt	-6	86	92
CC(=O)Nc1nc2ccccc2n1CCOc1ccccc1	-9	172	-40%	9	172	-5%	-2	71	73
CCN(CC)CCCNC(=O)C1c2ccccc2C(=O)N1Cc1ccc(C)cc1 (configuration not stated)	7	154	-27%	-7	154	-3%	15	105	90
S=c1[nH]nc(CSc2nc3ccccc3s2)o1	3	96	-2%	-3	96	6%	10	88	77
O=C(C(Cc1ccccc1)n1cccc1)N1CCN(c2ncccn2)CC1 (configuration not stated)	0	183	-13%	0	183	-14%	7	94	87
CCCC(=O)NCCCc1nc2ccccc2n1CCC	-10	112	-17%	10	112	-10%	5	82	78
Cc1ccc2oc(=O)c3cnn(CC(=O)N4CCCc5ccccc54)c3c2c1	-14	75	6%	14	75	-2%	-2	68	70
CC1CCCCN1S(=O)(=O)c1ccc(NC(=O)CSc2nnnn2C)cc1 (configuration not stated)	nt	nt	-4%	nt	nt	-4%	4	89	86
CCCCOc1ccc(Nc2nc(C)cc(C)c2C#N)cc1	-2	122	nt	2	122	nt	24	95	71
Cn1cnnc1SCC(=O)Nc1cccc(C(=O)O)c1	0	166	21%	0	166	0%	nt	nt	nt
O=C(NCCN1CCNCC1)c1ccccn1	nt	nt	-5%	nt	nt	8%	nt	nt	nt
Cc1nc2ccccn2c1P(=O)(N1CCCCC1)N1CCCCC1	-9	122	nt	9	122	nt	14	90	76
O=C(Nc1ncc2c(n1)-c1ccccc1OC2)c1ccc(Cl)cc1	3	172	14%	-3	172	-3%	nt	nt	nt
O=C(NCc1ccccc1)c1ccc(COCC(F)(F)F)o1	-17	115	3%	17	115	-3%	11	97	86
Cc1cc(/C=N\NC(=O)CC(=O)NC2CCCCC2)c(C)n1-c1ccc(Cl)cc1	-7	123	-14%	7	123	2%	nt	nt	nt
COc1ccccc1NC(=O)c1nnn(Cc2ccccc2)c1NC(=O)C(F)(F)F	-22	140	6%	22	140	12%	8	98	89
CCOC(=O)c1ccccc1NC(=O)Cn1cnc2c(oc3ccccc32)c1=O	4	76	12%	-5	76	-6%	6	84	77
O=C(Nc1ccc(CN2CCOCC2)cc1)c1ccc(-c2cc(Cl)ccc2Cl)o1	-21	168	-65%	21	168	-93%	-5	21	26
COc1ccccc1C(=O)NC(C)C(c1cccs1)N1CCN(C)CC1 (configuration not stated)	9	190	nt	-9	190	nt	32	76	44
Cn1c(SCC(=O)Nc2ccc(N3CCOCC3)c(Cl)c2)nnc1C(O)c1ccccc1 (configuration not stated)	-31	115	-42%	31	115	-8%	2	93	91

3 compounds already listed, arranged by formula weight, falling.
SMILES	NFkB transloc inh	NFkB transloc inh cell count 2 µM	PLAP inhibition	NFkB transloc pot	NFkB transloc pot cell count 2 µM	Bcl-B TR3 displacers	MRP resist rev	MRP resist rev cytotoxicity	MRP resist rev with doxorubicin
COc1ccccc1NC(=O)c1nnn(Cc2ccccc2)c1NC(=O)C(F)(F)F	-22	140	6%	22	140	12%	8	98	89
Cc1ccc2oc(=O)c3cnn(CC(=O)N4CCCc5ccccc54)c3c2c1	-14	75	6%	14	75	-2%	-2	68	70
CCC1C(C#N)=C(N)OC2=C1C(=O)CC(C)(C)C2 (configuration not stated)	-14	158	nt	13	158	nt	3	92	89

The listing picks up with the five entries that preceded the break.
SMILES	NFkB transloc inh	NFkB transloc inh cell count 2 µM	PLAP inhibition	NFkB transloc pot	NFkB transloc pot cell count 2 µM	Bcl-B TR3 displacers	MRP resist rev	MRP resist rev cytotoxicity	MRP resist rev with doxorubicin
COc1ccccc1NC(=O)c1nnn(Cc2ccccc2)c1NC(=O)C(F)(F)F	-22	140	6%	22	140	12%	8	98	89
CCOC(=O)c1ccccc1NC(=O)Cn1cnc2c(oc3ccccc32)c1=O	4	76	12%	-5	76	-6%	6	84	77
O=C(Nc1ccc(CN2CCOCC2)cc1)c1ccc(-c2cc(Cl)ccc2Cl)o1	-21	168	-65%	21	168	-93%	-5	21	26
COc1ccccc1C(=O)NC(C)C(c1cccs1)N1CCN(C)CC1 (configuration not stated)	9	190	nt	-9	190	nt	32	76	44
Cn1c(SCC(=O)Nc2ccc(N3CCOCC3)c(Cl)c2)nnc1C(O)c1ccccc1 (configuration not stated)	-31	115	-42%	31	115	-8%	2	93	91
Cc1nc(NCCc2ccc(S(N)(=O)=O)cc2)c2c3c(sc2n1)CCC3	-14	195	9%	13	195	-26%	nt	nt	nt
CCOC(=O)Cc1csc(NC(=O)c2csc3c2CCCC3)n1	nt	nt	3%	nt	nt	0%	3	83	80
Cc1c(C2CC(=O)N(c3ccccc3)C2=O)[nH]n(-c2ccccc2)c1=O (configuration not stated)	-1	39	-6%	1	39	-32%	-13	108	121
Cn1nc(C(F)(F)F)c(C(=O)Nc2cccc(Cl)c2)c1Cl	nt	nt	17%	nt	nt	2%	nt	nt	nt
Cc1oc(-c2ccc(Cl)cc2)cc1-c1nn2c(-c3ccoc3C)nnc2s1	2	140	-56%	-2	140	21%	17	102	85
Cc1ccc(SCC(=O)NCCN2C(=O)CSC2=O)cc1C	-4	144	-48%	4	144	-2%	nt	nt	nt
CC(=O)Nc1cc2c(cc1NC(=O)Cn1nc(-c3ccc4c(c3)OCCO4)ccc1=O)OCCO2	8	139	-31%	-9	139	-1%	nt	nt	nt
CCCn1cc(NC(=O)C2CC(c3cccc(Br)c3)=NO2)cn1 (configuration not stated)	6	144	-15%	-6	144	0%	6	81	74
Nc1c(-c2cccs2)cnn1-c1nc(-c2ccc(Cl)cc2Cl)cs1	-1	166	4%	1	166	3%	nt	nt	nt
CCOC(=O)c1c(C)nc2ccc(C)cn12	4	52	13%	-4	52	1%	1	98	98
CS(=O)(=O)N1CCN(c2ccccc2NC(=O)c2cccnc2)CC1	-13	129	17%	13	129	-10%	7	90	84
Cn1c(-c2ccc(CN3CCCCC3)o2)nc2ccccc21	-17	174	2%	17	174	24%	-3	75	78
Cc1c(C(=O)NCc2ccc3c(c2)OCO3)sc2nc(-c3ccc(F)cc3)cn12	nt	nt	3%	nt	nt	-2%	7	99	92
COc1ccc2oc(=O)c(C(=O)O)cc2c1	2	146	-3%	-2	146	-8%	10	98	88
Cc1n[nH]c(=O)nc1NCc1ccc(Cl)cc1	-2	185	7%	2	185	0%	-3	91	94
COc1ccc(C(=O)N2CCN(C3CCCCC3)CC2)c(OC)c1	2	185	-38%	-2	185	-7%	-10	73	83
Cn1c(=NC(=O)CSCC(=O)N2CCCCC2)sc2ccccc21	16	62	13%	-16	62	-2%	7	94	86
COc1ccc(/C=N/NC(=O)c2[nH]ncc2Br)c(OC)c1	1	116	-61%	-1	116	6%	nt	nt	nt
Cc1ccccc1-c1nc(CS(=O)CC(=O)NCc2ccccc2)c(C)o1 (configuration not stated)	nt	nt	-75%	nt	nt	-11%	12	87	76
Cn1nc(C(=O)NC2CCCCCC2)ccc1=O	-2	103	-4%	2	103	-7%	-4	89	93
CC(=O)c1cc(C#N)c(SCc2ccccc2C#N)nc1C	-4	106	nt	4	106	nt	-21	54	75
COc1ccc(CCNC(=O)c2sc3cc(C)ccc3c2Cl)cc1	-14	90	21%	14	90	4%	nt	nt	nt
CCOC(=O)C1=C(C)Nc2ncnn2C1c1cccnc1 (configuration not stated)	-2	145	-14%	2	145	15%	-12	90	101
OCCN1CCN(CC(O)COc2ccc(-c3ccccc3)cc2)CC1 (configuration not stated)	-13	181	6%	13	181	0%	19	106	87
O=S(=O)(c1ccc(C2CCCCC2)cc1)N1CCN(c2ncccn2)CC1	-6	144	12%	6	144	-5%	14	90	75
SMILES	NFkB transloc inh	NFkB transloc inh cell count 2 µM	PLAP inhibition	NFkB transloc pot	NFkB transloc pot cell count 2 µM	Bcl-B TR3 displacers	MRP resist rev	MRP resist rev cytotoxicity	MRP resist rev with doxorubicin
CCOC(=O)C1=C(C)NC(=O)NC1c1cccc(OC)c1OCc1ccccc1Cl (configuration not stated)	-9	192	12%	9	192	14%	-5	92	98
O=C(Nc1ccc2c(c1)OCCO2)C1CCCN(S(=O)(=O)c2cnc[nH]2)C1 (configuration not stated)	-11	79	-14%	11	79	3%	0	93	93
Cc1nnc(N2CCN(c3ccccc3)CC2)[nH]c1=O	8	102	-4%	-8	102	-7%	-6	103	108
CCCCC(=O)Nc1ccc(F)c(Cl)c1	1	115	7%	-1	115	-2%	-14	96	110
CCN1CC=C2C(C#N)=C(N)C(C#N)(C#N)C(c3cc(Cl)ccc3Cl)C2C1 (configuration not stated)	-25	127	-39%	25	127	34%	12	57	45
CC(C(=O)N1CCN(c2ccc(Cl)cc2)CC1)c1ncc(C(F)(F)F)cc1Cl (configuration not stated)	2	181	-25%	-3	181	-4%	nt	nt	nt
CCC(C)NC(=O)CSc1nc2n[nH]c(C)c2c(=N)n1-c1ccc(OC)cc1 (configuration not stated)	11	162	-14%	-11	162	0%	-7	73	80
CCn1nc(C(=O)OC(C(=O)c2c[nH]c3ccccc23)c2ccccc2)c2ccccc2c1=O (configuration not stated)	-23	141	-55%	23	141	-2%	nt	nt	nt
CCN(CC)CCCN1C(=O)CSC1c1ccc2c(c1)OCO2 (configuration not stated)	3	213	-4%	-3	213	9%	16	111	95
CC(C)Oc1cccc(-c2cc(C(=O)N3CCN(S(C)(=O)=O)CC3)c3ccccc3n2)c1	-29	127	-51%	29	127	-1%	-9	24	33
CC(=O)c1ccc(NC(=O)C2CCN(S(=O)(=O)c3cccc4cccnc34)CC2)cc1	1	44	7%	-1	44	0%	-1	90	91
CCOC(=O)Cc1c(C)nc2c(-c3ccccc3)c[nH]n2c1=O	nt	nt	-26%	nt	nt	-3%	-20	41	61
Nc1nc(CSc2nnnn2-c2ccc(F)c(Cl)c2)nc(N2CCOCC2)n1	7	109	nt	-7	109	nt	0	97	97
CCCc1cc(=O)oc2c(CN3CCCC3)c(O)c(Cl)cc12	-3	126	-190%	3	126	7%	1	86	85
CCc1ccc(NC(=O)C2CC=CCC2C(=O)O)cc1 (configuration not stated)	-19	115	-20%	19	115	6%	-7	91	99
COC(=O)c1sccc1NC(=O)CSc1ccccc1NS(=O)(=O)c1ccc(F)cc1	7	161	-35%	-7	161	0%	nt	nt	nt
COc1ccc(C(=O)N2CCCC(c3ccccc3)C2)cc1 (configuration not stated)	-16	190	-66%	16	190	-1%	1	96	95
CSc1ccc(CNc2ccccn2)cc1	3	114	7%	-3	114	-6%	6	103	96
Cc1cccc(C(=O)CC(=O)c2cc(Cl)ccc2O)c1	10	173	-29%	-11	173	-7%	-10	18	29
O=C(CSc1nc2c(sc3ccccc32)c(=O)n1CCc1ccccc1)NCc1ccco1	-11	129	-11%	11	129	-4%	2	96	95
CCC(=NCc1ccccc1)C1=C(O)C(C(=O)OC)C(C)(C)CC1=O (configuration not stated)	-1	122	-46%	1	122	-5%	nt	nt	nt
CC(C)(C)c1ccc(CN(Cc2ccco2)Cc2nnnn2C2CCCC2)cc1	-4	115	-38%	4	115	-13%	1	80	79
CCn1c(CC(=O)Nc2ccc(C)cc2)nnc1SCC(=O)NCCc1ccccc1	0	154	-16%	0	154	2%	6	101	96
Cc1c(C(=O)Nc2ccc(Cl)cc2)c2ccccn2c1C(=O)c1ccc(F)cc1	0	175	14%	0	175	6%	nt	nt	nt
